# Dengue-2 NS5 capping: flavivirus cap methylation enzyme inhibition – biochemical, confirmation dose response, primary screen (AID 588689). Dengue-2 NS5 methyltransferase capping enzyme assay, biochemical; higher % means a stronger effect. one-dose inhibition, % at 25 µM; IC50 in µM for titrated hits. 0.3% of 340,000 active; in the data active means a potency from the dose series; inconclusive means inhibition above about 29% without an active follow-up result
# Yfh1-depleted yeast: mitochondrial function rescue without frataxin homolog – Friedreich's ataxia, plus single-dose screen, dose response (AID 1465); fold induction at 50 µM; hits with a dose series show EC50 in µM; S. cerevisiae Yfh1-off respiration, WST-1 reduction, 72 h; higher fold induction means a stronger effect; 0.074% of 220,000 active;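 active means fold induction of absorbance versus untreated yeast above a set limit, then at least 30% activation at any dose in follow-up; inconclusive means repeats straddling the limit, or above it without dose testing; inactive means fold induction below the set limit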;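 further: activators that raise dye reduction in frataxin-depleted yeast; strong numbers were not always called active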
# West Nile virus CPE: inhibition of WNV-induced cytopathic effect – cell-based, CPE readout (AID 1621); one-dose CPE inhibition, % at 10 µM; IC50 in µM for titrated hits; West Nile virus-infected cells, CPE inhibition; higher % means a stronger effect; 0.02% of 290,000 active; in the data active means a potency from the dose series; inconclusive means CPE inhibition mostly from about 3.7% at the one dose, without a potency; inactive means the rest, 99 in 100 with CPE inhibition below about 2.2%; further: strong numbers were not always called active
# NOD1 NF-kB reporter: inhibition of NOD1-driven NF-kB reporter – cell-based, luminescence, uHTS, primary screen (AID 1578); inhibition, % at 4 µM, or EC50 in µM where a hit was titrated; 1% of 290,000 active; NOD1-driven NF-kB luciferase reporter cells, luminescence; higher % means a stronger effect; in the data active means inhibition mostly above about 36%, no sharp cut-off; inactive means mostly below about 34%;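 further: HEK-293T reporter cells stimulated with the NOD1 agonist gamma-tri-DAP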
# HEK293 NOD2/NF-kB: NOD2 signaling inhibitors, cell-based, luminescence, uHTS, HEK293 (AID 1566) | HEK293 NOD2/NF-kB luciferase reporter, luminescence; higher % means a stronger effect | inhibition, % at 4 µM, or EC50 in µM where a hit was titrated | 0.63% of 290,000 active; further: many of its hits are not listed in these tables
# KOR beta-arrestin-1: KOR agonists, beta-arrestin recruitment, primary screen, cell-based, luminescence, uHTS (AID 1777); KOR beta-arrestin recruitment, luminescence; higher % means a stronger effect; one-dose activation, % at 10 µM; EC50 in µM for titrated hits; 0.02% of 280,000 active; in the data active means activation above about 50%, passing the limit was not always enough; further: a part of the inactive calls stands beside numbers as strong as those of hits
# HIV fusion peptide: cell-free HIV fusion peptide-binding blockers – biochemical, uHTS, fluorescence dequenching, primary screen (AID 1986). cell-free peptide binding, fluorescence dequenching, 30 min; higher % means a stronger effect. one-dose inhibition, % at 20 µM; IC50 in µM for titrated hits. 0.3% of 290,000 active; in the data active means inhibition mostly above about 52%, no sharp cut-off; inactive means mostly below about 76%; further: some results filed as inactive read as strong as hits
# KOR beta-arrestin-2: kappa opioid receptor blockers – cell-based, luminescence, uHTS (AID 1778). KOR beta-arrestin recruitment, luminescence, antagonist mode; higher % means a stronger effect. one-dose inhibition, % at 10 µM; IC50 in µM for titrated hits. 0.091% of 290,000 active; further: strong numbers were not always called active
# AID2073: inhibitors of Mint1-CaV2.2 protein interaction, biochemical, HTRF (AID 2073) | HTRF protein-protein interaction, Mint1-CaV2.2; higher % means a stronger effect | inhibition, % at 20 µM, or IC50 in µM where a hit was titrated | 0.19% of 290,000 active; in the data active means inhibition mostly above about 51%, no sharp cut-off; inconclusive means no clear call, values can overlap the other calls; inactive means mostly below about 53%; further: some results filed as inactive read as strong as hits
# Dengue-2 NS5 capping pilot replicate: second read-out of Dengue-2 NS5 capping, no call of its own (marks repeat the call); inhibition, %; measured here: pilot screen replicate inhibition
# An asterisk follows results filed as active; i = inactive; ? = inconclusive; · = not tested or not shown; [ ] = another dose, or the depositor's remark. Unless noted, no stated cut-off is given here; in the data, active means inhibition above about 50%; inactive means the rest.
# The opening two entries, to show the layout:
SMILES,Dengue-2 NS5 capping,Yfh1-depleted yeast,West Nile virus CPE,NOD1 NF-kB reporter,HEK293 NOD2/NF-kB,KOR beta-arrestin-1,HIV fusion peptide,KOR beta-arrestin-2,AID2073,others
CC(C)OC(=O)CSc1nc2ccccc2s1,-9.6%,i,0.2%,-16.0%,-18.0%,-3.1%,-1.3%,-33.2%,-7.3%,
Cc1cc2oc(=O)cc(CN3CCOCC3)c2cc1O,1.3%,·,-0.5%,-10.1%,1.8%,-2.1%,-0.7%,5.7%,13.2%,

# Results, from the start:
SMILES,Dengue-2 NS5 capping,Yfh1-depleted yeast,West Nile virus CPE,NOD1 NF-kB reporter,HEK293 NOD2/NF-kB,KOR beta-arrestin-1,HIV fusion peptide,KOR beta-arrestin-2,AID2073,others
CC(C)OC(=O)CSc1nc2ccccc2s1,-9.6%,i,0.2%,-16.0%,-18.0%,-3.1%,-1.3%,-33.2%,-7.3%,
Cc1cc2oc(=O)cc(CN3CCOCC3)c2cc1O,1.3%,·,-0.5%,-10.1%,1.8%,-2.1%,-0.7%,5.7%,13.2%,
C=CCOc1ccc(Cl)cc1CNC1CCCC1,-5.5%,i,-0.8%,-0.8%,-6.4%,2.1%,-1.4%,-36.3%[20 µM],0.9%,
C=CCOc1c(CNc2ccc(C(=O)O)cc2)cccc1OC,-2.2%,i,2.4%,-2.4%,19.2%,1.7%,-0.8%,23.6%,14.3%,
O=C(O)/C(=C\c1ccc(Br)cc1)NC(=O)c1cccs1,9.8%,·,-0.3%,-17.6%,1.1%,-0.8%,-0.5%,-15.3%,8.3%,
Cc1noc(C)c1CSc1nc2sc(C)c(C)c2c(=O)n1C1CCCC1,-6.9%,i,0.8%,2.4%,-20.0%,-4.8%,0.7%,8.0%,17.2%,Dengue-2 NS5 capping pilot replicate=0.0
Cc1c(Cl)cccc1NC(=O)c1ccc(OCC(=O)NCc2ccccc2)cc1,-2.6%,·,·,-4.6%,11.0%,0.4%,2.9%,27.1%,5.3%,
CCSc1ccc(-c2nn(-c3ccccc3)cc2/C=C(/C#N)C(=O)NC)cc1,-2.6%,i,0.0%,-26.2%,8.6%,0.5%,0.5%,-24.5%,49.9%,
O=C1/C(=C/c2ccccc2)SC(=S)N1N1C(=O)C2CC2C1=O (configuration not stated),·,i,-0.1%,-10.5%,-3.8%,-8.1%,-2.5%,-31.1%,?,
O=C(CCN1CCOCC1)Nc1ccc(Cl)cc1,-2.6%,·,-0.2%,-29.5%,4.3%,3.0%,-1.9%,-22.0%[20 µM],-2.1%,Dengue-2 NS5 capping pilot replicate=2.7
CC(C)Cn1c([N+](=O)[O-])nc2c1c(=O)[nH]c(=O)n2C,2.3%,·,-1.4%,-2.9%,23.5%,3.9%,-2.1%,5.7%,-19.0%,
COc1ccccc1NC(=O)C1CCCN(S(=O)(=O)c2ccccc2)C1 (configuration not stated),-0.7%,·,0.3%,-30.0%,4.5%,1.2%,0.4%,-28.8%,7.2%,
CC(NC(=O)Cn1nnc(-c2ccncc2)n1)c1ccccc1 (configuration not stated),·,i,-1.0%,-42.3%,7.9%,-4.1%,0.0%,2.0%,1.4%,
COc1cccc(OC)c1OCCOCCN1CCN(C)CC1,-3.9%,·,0.1%,-6.8%,-25.2%,0.0%,-1.2%,-27.8%,13.9%,
CCC/C(=N/NC(=O)c1csc(C)c1C)c1ccc(Cl)s1,-8.8%,i,-0.4%,-31.8%,2.6%,1.2%,3.4%,-20.7%,-3.4%,
COc1ccccc1CNC(=O)CC1C(=O)NCCN1C1Cc2ccccc2C1 (configuration not stated),0.9%,·,1.1%,-17.7%,16.7%,0.5%,1.2%,13.5%,-1.4%,
CCC(=O)c1ccc(OCC(O)CN2CCN(S(=O)(=O)c3ccc(NC(C)=O)cc3)CC2)cc1 (configuration not stated),-4.6%,·,-0.8%,18.2%,1.8%,-4.6%,0.3%,-6.7%[20 µM],12.3%,
O=C(COc1ccc(Cl)cc1)Nc1ccc2c(c1)C(=O)NC2=O,-1.9%,·,0.2%,-22.3%,0.4%,-3.4%,0.0%,19.8%,22.3%,
CCc1ccc(NC(=S)N2CCC(NC(=O)c3ccccc3)CC2)cc1,-2.9%,·,-0.4%,-13.3%,7.4%,0.8%,4.1%,-29.6%,-20.8%,
COc1ccc(S(=O)(=O)N2CCOCC2)cc1C(=O)NC1CCCCC1,0.6%,·,-0.7%,-33.7%,5.3%,-2.4%,-0.7%,8.0%,-2.2%,
O=C(/C=C/c1ccc(Cl)cc1Cl)N1CCc2ccccc21,-1.8%,i,-0.4%,-85.0%,-166.5%,2.5%,2.3%,-2.3%,-7.4%,
N#CCCn1c(C(C#N)(CCC#N)CCC#N)nc2ccccc21,-4.1%,i,0.1%,-15.4%,1.4%,5.0%,2.7%,-19.4%,-4.0%,
COc1ccc(CN=C2NC(=O)CC(C(=O)Nc3ccc([N+](=O)[O-])cc3C)S2)cc1 (configuration not stated),1.8%,i,-1.0%,-27.7%,1.2%,-4.1%,-0.6%,8.3%,-3.9%,
COCCNC(=O)C1Cc2cc(S(=O)(=O)N3CCCC3)ccc2N1C(C)=O (configuration not stated),-8.8%,·,-0.4%,-23.2%,-11.0%,-3.9%,-0.6%,-14.8%,0.0%,
C/C(=N/NC(=O)C(O)(c1ccccc1)c1ccccc1)c1ccc([N+](=O)[O-])o1,-5.5%,i,0.3%,2.7%,27.2%,5.5%,9.9%,-14.7%,0.4%,
O=C(OCc1ccc(Br)cc1)c1cccnc1,0.8%,·,-0.5%,-20.3%,-0.9%,-4.4%,0.1%,-15.0%[20 µM],5.2%,
Cc1cnc(NC(=O)c2cc3c(C)nn(Cc4ccccc4Cl)c3s2)s1,4.4%,i,-0.4%,-18.9%,-31.4%,4.5%,1.8%,-16.3%,1.8%,
CC(C)Sc1ccc(C(=O)Nc2ccc(F)cc2F)cn1,·,i,0.9%,-38.5%,-40.4%,-9.0%,2.2%,-32.8%[20 µM],0.0%,
Cc1nccc(-c2cccc(NC(=O)c3ccccc3Cl)c2)n1,4.6%,i,-0.6%,-6.3%,11.4%,·,-2.6%,8.4%,-0.3%,
CCOc1ccc(NC(=O)CCC(=O)NNC(=O)COc2ccc(C)cc2)cc1,-2.2%,i,-0.3%,-31.5%,-3.7%,-8.0%,1.4%,-25.6%[20 µM],26.0%,
O=C(/C=C/c1ccccc1)N1CCN(CCN2C(=O)c3cccc4cccc(c34)C2=O)CC1,-3.8%,i,-0.8%,8.9%,19.5%,13.8%,-3.8%,-4.7%,-0.7%,
Cc1occc1C(=O)OCC(=O)Nc1ccc(F)cc1,1.1%,i,0.1%,-46.7%,-63.6%,-3.3%,1.6%,-0.5%,-3.0%,
COc1ccc(N(CC(=O)Nc2cc(C)ccc2C)S(=O)(=O)c2c(C)[nH]c(=O)[nH]c2=O)cc1,-1.8%,·,0.1%,-21.1%,2.0%,-1.1%,2.4%,-23.7%,15.1%,
COc1ccccc1NC(=S)N(Cc1ccco1)Cc1cc2cccc(C)c2[nH]c1=O,-7.9%,i,0.7%,-12.5%,-4.5%,4.5%,6.2%,22.4%,-14.8%,
CCNC(=O)C1(c2ccccc2)CCCC1,-9.7%,i,0.2%,-16.5%,2.8%,-1.4%,0.5%,3.1%,7.6%,
Cc1[nH]c(=O)[nH]c(=O)c1NC(=O)c1ccc(OC(C)C)cc1,3.0%,i,-0.1%,-27.9%,1.3%,4.7%,-0.4%,-29.2%[20 µM],16.0%,
O=[N+]([O-])c1cccc(/C=C2\CCC(/C=N/Nc3ccc4ccccc4n3)=C2N2CCOCC2)c1,-1.5%,i,-0.2%,-15.1%,-11.6%,-2.0%,11.6%,-46.9%,26.1%,
O=C(Cn1c2c(c(-c3ccccc3Cl)cc1=O)CCC2)NCC1CCCO1 (configuration not stated),5.4%,i,-0.5%,4.4%,21.4%,-1.6%,-1.8%,44.7%,-5.5%,
Cc1cc(NC(=O)CSCc2ccc([N+](=O)[O-])cc2)no1,-8.9%,i,0.0%,-23.0%,1.8%,-3.7%,-1.0%,-64.8%[20 µM],-4.0%,
COc1ccc(NC(=O)ON=C2c3ccccc3-c3ccccc32)cc1,-16.6%,i,0.1%,43.2%,4.7%,7.1%,1.6%,-68.2%,7.4%,
COc1ccc(-n2cnnc2SCC(=O)N2CCN(c3ccccc3)CC2)cc1,-4.3%,i,0.0%,13.3%,0.9%,-7.2%,-2.7%,-45.9%,-13.9%,
COc1cccc(C2(c3cccc(OC)c3)CC2C(=O)Nc2cccc3ccccc23)c1 (configuration not stated),1.3%,i,-0.3%,-23.5%,-33.1%,-1.5%,-0.3%,8.8%,3.9%,
O=C(CSc1nc2sc3c(c2c(=O)[nH]1)CCC3)NCCO,-9.4%,i,0.3%,-4.4%,13.6%,5.3%,-1.3%,-1.1%,?,
CC1CCC2(CC1)OCC1(CCC3(COC4(CCC(C)CC4)OC3)C1=O)CO2 (configuration not stated),4.2%,i,0.7%,-39.1%,-14.2%,·,0.7%,-29.5%[20 µM],10.3%,
O=c1c2ccccc2nc(SCc2cc(F)ccc2F)n1C1CCCC1,-8.1%,i,0.4%,-10.4%,-0.3%,2.4%,0.6%,-38.9%,5.5%,
N#C/C(=C\c1ccc(-c2ccccc2)o1)C(=O)Nn1cnnc1,-2.5%,i,0.3%,-43.8%,6.2%,-0.5%,24.4%,19.8%,-1.3%,
COc1cccc(/C=C2/SC(=S)N(CC(=O)NNC(=O)c3ccccc3O)C2=O)c1,2.7%,·,-0.5%,-5.4%,-6.6%,0.5%,15.2%,-1.0%,-5.5%,
CCC(=O)N1CCc2cc(S(=O)(=O)CCC(=O)N3CCN(c4ccc(F)cc4)CC3)ccc21,-3.1%,·,-0.7%,-13.2%,4.1%,8.5%,-0.7%,-0.5%,2.6%,
O=C(/C=C/c1ccc([N+](=O)[O-])cc1)Nc1cccc(C(=O)Nc2ccccc2C(=O)O)c1,7.2%,·,-0.7%,·,·,2.7%,54.1%*,-43.4%[20 µM],12.3%,Dengue-2 NS5 capping pilot replicate=0.0
O=C(Nc1ccc(C(=O)N2CCOCC2)cc1)Nc1cccc(Cl)c1,-19.5%,i,-1.3%,-21.7%,20.2%,3.3%,-1.4%,21.6%,21.8%,
Cc1cc(C)n(-c2ccc(C(=O)OCC(=O)Nc3ccc(Cl)c(S(=O)(=O)N(C)C)c3)cc2)n1,0.7%,i,1.7%,-13.6%,5.8%,-5.5%,3.5%,-3.5%,-2.3%,
CC(C)N(CCO)C(=O)C(c1ccccc1)c1ccccc1,4.3%,i,0.6%,8.5%,-5.6%,-8.4%,-0.9%,-34.4%,-8.1%,
Cc1ccc(Sc2ncccc2C(=O)O)cc1C,-10.2%,i,0.5%,16.6%,13.8%,-2.5%,-0.1%,12.0%,1.7%,
Cn1c(=O)c2c(nc(CN3CCC(C(N)=O)CC3)n2CCc2ccccc2)n(C)c1=O,-2.7%,i,-0.4%,-23.9%,-0.1%,3.8%,-1.0%,-10.8%,1.1%,Dengue-2 NS5 capping pilot replicate=0.5

# Assay outcomes (PubChem BioAssay)

# Not all compounds are listed; rates above refer to the full screens.
